High-throughput results (PubChem BioAssay)
PglD inh = PglD (C. jejuni) enzyme inhibition. purified PglD enzyme, DTNB colorimetric CoA detection. inhibition, % at 12.5 µM. 0.098% of 360,000 active. AID 602405; in the data active = inhibition above about 16%, passing the limit was not always enough; also: strong numbers were not always called active
Statin myotox sup = protects C2C12 myotubes from simvastatin toxicity. rescue of ATP level, % at 7.49 µM. 0.78% of 330,000 active. ATP luminescence, 48 h; scaled: DMSO 0, geranylgeraniol control 100. AID 602340;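 active = mean ATP rescue above about 67%, or every replicate alone reaching that limit, limit read from the data, passing the limit was not always enough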;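 also: myotubes were challenged with 10 µM simvastatin during compound exposure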
The depositor's hits bear a star.

SMILES	PglD inh	Statin myotox sup
O=C(c1ccc(S(=O)(=O)N2CCOCC2)cc1)N1CCN=C1SCc1cccnc1	-3	-3
C/C(=N\NC(=O)COc1ccc([N+](=O)[O-])cc1)C(C)(C)C	-6	0
COc1ccc(NCc2cc3ccccc3[nH]c2=O)cc1	-3	-11
O=C(O)C1CC(=O)N(Cc2ccc(F)cc2)C1 (stereo unspecified)	-4	-3
Cn1c(Cl)c(/C=N/OC(=O)c2ccc(Cl)cc2)c2ccccc21	4	10
CC(C)NC(=S)N/N=C/c1cccs1	2	6
C=CCn1c(N)c(C(=O)Nc2ccccc2)c2nc3ccccc3nc21	-3	-11
O=C(CN(C1CCCCC1)S(=O)(=O)c1ccccc1)NCc1ccco1	-2	61
COC(=O)c1cc2ccsc2n1CC(=O)N(C)C1CCCCC1	8	18
O=c1cc(CN2CCc3ccccc3C2)nc2sccn12	10	10
CCOc1ccccc1NC(=S)Nc1ccccc1F	-1	5
CC(C)Nc1nc(Oc2cccc(Cl)c2Cl)cc(C(F)(F)F)n1	-3	12
COc1cc(NC(=O)NCc2ccncc2)cc(OC)c1OC	-1	-4
Cc1ccc(-c2nnc(SCC(=O)Nc3nc4c(s3)CCCC4)n2C)cc1	0	24
Cc1ccc2c(C(=O)CN3CCCCC3CCO)c(C)[nH]c2c1 (stereo unspecified)	5	1
COC(=O)CC1=C(C(=O)OC)C(c2cccc(OCC(N)=O)c2)C(C#N)=C(N)O1 (stereo unspecified)	0	30
CCC(C)(c1ccc(C=O)s1)c1ccc(C=O)s1	0	10
CCn1cc(C(=O)N2CCc3ccccc32)c(=O)c2cc(S(=O)(=O)N3CCOCC3)ccc21	-18	-4
C=CCC1(O)C(=O)N2C(=C1C(=O)OCC)c1ccc3ccccc3c1CC2(C)C (stereo unspecified)	0	7
Nc1nc(Nc2ccccc2)nc2ccccc12	0	-25
CC(=O)c1cnc2nc(C)nn2c1C	5	-8
Cc1c(-c2ccc(Cl)cc2)oc(=O)c2c(N)n(-c3ccccc3)nc12	2	-26
O=C(CCn1c(=O)oc2ccccc21)N1CCc2ccccc21	6	4
COc1ccc(NC(=O)CSC2=C(C#N)C(c3ccco3)C(C(=O)Nc3nc4ccccc4s3)=C(C)N2)cc1 (stereo unspecified)	2	13
O=C(NN=C1C2CC3CC(C2)CC1C3)c1ccncc1	10	-9
C=C(C)CN(CC)C(=O)CSc1nc2ncc(Cl)cc2[nH]1	1	-21
CCOC(=O)c1[nH]nc(-c2c(O)cc(C)cc2O)c1-c1csc(C)n1	0	9
CC(=O)NC(C)C12CC3CC(CC(CC(=O)O)(C3)C1)C2 (stereo unspecified)	1	10
COc1cccc(-n2c(C)nnc2SCC(=O)Nc2ccccc2N2CCOCC2)c1	-1	2
COc1ccc(C(O)CNc2ccc(C)cc2)cc1 (stereo unspecified)	2	6
C/C(=N\NC(=O)c1csc(C)c1C)c1ccc(Cl)s1	-1	-70
COc1cc2c(C#N)c(N3CCN(c4ccccc4OC)CC3)nc(N)c2c(N)n1	4	-76
OCCn1c(Cl)nc2ccccc21	1	-2
Cc1cc2c(ncn2Cc2ccccc2)c([N+](=O)[O-])c1C	-5	2
O=C(Cc1cscn1)c1ccc(O)cc1O	1	9
Cc1nc2sc(C(c3cccc(F)c3)N3CCCCC3)c(O)n2n1 (stereo unspecified)	0	0
O=C(COC(=O)c1ccccc1OCc1ccccc1Cl)NC1CC1	-3	26
O=C(CN1C(=O)C2C3C=CC(C3)C2C1=O)Nc1nc(SCc2ccc(Cl)cc2)n[nH]1 (stereo unspecified)	1	3
Cc1ccc(N=Nc2c(O)n(CN3CCOCC3)c3ccccc23)cc1	3	-4
CCCN1C(=O)/C(=C/c2ccc(N3CCCC3)c(C)c2)NC1=S	4	-41
COc1ccc(C(CC(=O)Nc2ccc(F)cc2)c2ccccc2)cc1 (stereo unspecified)	-2	46
Cc1cc(C(=O)CSc2nnnn2-c2ccccc2)c(C)n1CC1CCCO1 (stereo unspecified)	-2	-4
Cc1nn(-c2ccccc2)c2[nH]c(=O)c(CNCc3ccc4c(c3)OCO4)cc12	2	0
COCCNC(=O)C1CCN(S(=O)(=O)N2CCC3(CC2)OCCO3)CC1	5	7
O=[N+]([O-])c1ccc(C2CCCC/C2=N\OCc2cccc(F)c2)c([N+](=O)[O-])c1 (stereo unspecified)	-1	-11
CCOc1ccc(N2CC(=O)N(c3ccc(OCC)cc3)CC2=O)cc1	5	-3
COC(=O)C(O)(NC(=O)OCc1ccccc1)C(F)(F)F (stereo unspecified)	-7	2
COc1ccc2nc(NC(=O)CSc3nnc4n3C(C)(C)Cc3ccccc3-4)sc2c1	-3	2
Cc1ccc2[nH]c(=O)c(CN(Cc3cccnc3)C(=O)c3ccncc3)cc2c1	10	-29
Cc1ccc(S(=O)(=O)N2C[C@H]3N(C(=O)OC(C)C)N(C(=O)OC(C)C)C[C@H](OC(=O)NCC4CCCCC4)[C@@]3(O)C2)cc1	0	14
N#C/C(C(=O)c1ccccc1)=C1/CCCN1	-8	-1
N#CCc1ccc(NC(=O)/C=C/c2ccc([N+](=O)[O-])o2)cc1	0	12
O=C(CCN1CCN(c2ccccc2)CC1)Nc1ccc2c(c1)OCO2	1	7
CCC(=O)c1ccc(OCC(O)CN2CCN(C(c3ccccc3)c3ccccc3)CC2)cc1 (stereo unspecified)	-3	60
CCC(c1nnnn1CCC(C)C)N1CCC(C(N)=O)CC1 (stereo unspecified)	4	9
COc1ccccc1S(=O)(=O)Cc1ccc(C(=O)NC(C)c2ccc3c(c2)OCCO3)o1 (stereo unspecified)	-2	-12
COC(=O)c1c(C(=O)OC)c(-c2ccc(C)cc2)n2c1CS(=O)(=O)C2	-1	-9
COc1ccc(-c2csc(NC(=O)C3CCCO3)n2)cc1 (stereo unspecified)	5	-3
COc1cc(NS(=O)(=O)c2ccc3c(c2)n(C)c(=O)n3C)cc(OC)c1	-4	8
CCn1c2ccccc2c2cc(NC(=O)CSc3nnc(-c4cccc(F)c4)o3)ccc21	-3	-88
Next section.
SMILES	PglD inh	Statin myotox sup
Cc1ccccc1N(CC(N)=O)S(C)(=O)=O	2	-1
COc1cc2oc3ccccc3c2cc1N(CC(=O)N1CCCCC1)S(=O)(=O)c1ccc(C)cc1	-6	106*
O=C(Nc1ccc(NC(=O)C2CC2)nc1)c1cccs1	-1	-25
O=[N+]([O-])c1ccc(Sc2ccccc2Cl)nc1	-8	42
COc1ccc(-c2nnc(SC(C)C(=O)Nc3nccs3)n2Cc2ccccc2)cc1OC (stereo unspecified)	0	3
CCOC(=O)C1=C(C)SC2=NS(=O)(=O)CCN21	-1	-5
Cc1ccc2[nH]c(=O)c(CNS(=O)(=O)c3ccccc3)c(-c3ccccc3)c2c1	-4	8
OC(CNCC1CCCO1)COc1ccc(OCC(O)CNCC2CCCO2)cc1 (stereo unspecified)	1	-8
O=C(O)C1CC(c2ccccc2)=NO1 (stereo unspecified)	-3	14
CC(=O)Nc1c(OC(C)=O)ccc2c(C)cc(=O)oc12	8	-5
CC(=Nc1ccccc1)Nc1ccccc1	-1	1
c1ccc(-n2c(-c3ccncc3)nnc2-c2cccs2)cc1	1	-6
CCOc1ccc(-n2c(C)c(C(C)=O)c(C(C)=O)c2C)cc1	-8	-13
CSc1cccc(NC(=O)Nc2ccccc2)c1	0	-3
c1coc(C2Nc3ccccc3C3OCCC23)c1 (stereo unspecified)	3	9
COc1ccccc1N(CC(=O)NC1CCCCC1)C(=O)CCC(=O)Nc1ccccn1	2	-7
Cc1cc2c(c(=O)n1CCc1ccccc1)C(c1ccco1)C(C#N)=C(N)O2 (stereo unspecified)	3	-51
COc1ccccc1-c1cc(C(=O)N/N=C/c2cccs2)c2ccccc2n1	-1	-8
CCOC(=O)CNC(=O)CNC(=O)c1ccc(OCC(C)C)cc1	4	3
Cc1ccc(-c2c(C#N)c(N)n(-c3ccc(C)cc3)c(=O)c2C#N)cc1	0	-2
CS(=O)(=O)N(Cc1cc2ccccc2[nH]c1=O)C1CCCCC1	5	11
Cc1ccc(C)c(NC(=O)c2cc3c([nH]c4ccccc43)c(C)n2)c1	-2	-39
O=C(CC12CC3CC(CC(C3)C1)C2)Nc1ccc2c(c1)COC2=O	-6	-1
Cc1cc(N2CCOCC2)n2ncc(-c3ccccc3)c2n1	1	11
Cc1cc(C)n(-c2nc3c(c(=O)[nH]c(=O)n3C)n2C)n1	-3	-3
COc1ccc(C2/C=C\CN(C(=O)C3CC3)[C@H](Cc3ccccc3)C(=O)N2Cc2ccc(F)cc2)cc1 (stereo partly specified)	-3	1
CN1C(=O)OC(C)(CCc2ccccc2)C1(C)O (stereo unspecified)	-3	-3
CCC(=O)OCCNc1cc(Sc2nc3ccccc3s2)c2nonc2c1[N+](=O)[O-]	-3	102*
CCN(CC)S(=O)(=O)c1ccc(Cl)c(C(=O)Oc2cccc(-c3cnc4ccccc4n3)c2)c1	-4	3
O=c1oc(-c2cccnc2)nc2ccccc12	-1	-3
S=c1[nH]nc(-c2ccc(Br)cc2)n1Cc1ccco1	-1	0
CCSc1nnc(NS(=O)(=O)c2ccc(C)cc2)s1	7	20
CC(C)Oc1ccccc1C1CC(=O)Nc2cc3c(cc21)OCO3 (stereo unspecified)	0	-58
CCc1c(C)nc(N2CCN(Cc3ccccc3)CC2)[nH]c1=O	-3	63
COc1cc(OC)cc(-c2nc3cc(C)ccc3o2)c1	6	-23
C=CCNC(=O)C(C(=O)OCC)C1CCCCC1 (stereo unspecified)	6	0
Cc1noc(C)c1C(=O)N1CC(C)OC(C)C1 (stereo unspecified)	-4	-3
CC1CCC(C(C)C)C(OC(=O)CSc2n[nH]c(=O)[nH]c2=O)C1 (stereo unspecified)	-3	4
CCSc1cnn(-c2ccccc2)c(=O)c1SCC	-3	-10
Cc1cc(=O)oc2cc(OCC3CC(c4ccc(Cl)cc4)=NO3)ccc12 (stereo unspecified)	-2	12

Some values from the entries so far:
PglD inh result of `Cc1cc(N2CCOCC2)n2ncc(-c3ccccc3)c2n1` → 1
Statin myotox sup result of `O=C(CC12CC3CC(CC(C3)C1)C2)Nc1ccc2c(c1)COC2=O` → -1

Next entries follow.
SMILES	PglD inh	Statin myotox sup
O=C(c1ccco1)N1CCN(CCCCOc2ccc(F)cc2)CC1	4	1
Cc1cccc(C(=O)c2ccccc2C(=O)O)c1O	4	15
Cc1ccc(S(=O)(=O)N2CCCC2)cc1C(=O)O	12	-4
CCOc1cc(N2CCOCC2)c(OCC)cc1NC(=O)c1nc2nc(C)cc(C)n2n1	3	-27
COc1cc(OC)cc(C(=O)NC(=S)Nc2cccnc2)c1	-2	-8
O=C(Nc1c(C(=O)O)oc2ccc(Br)cc12)c1ccccc1	6	8
Cc1ccc(N=C(NOC(=O)c2ccccc2)c2nonc2N)c(C)c1	-2	12
O=C(Cn1c(=S)[nH]c2ccccc21)c1ccccc1	11	-2
CCn1nc(C(=O)OCC(=O)N2c3ccccc3CC2C)c2ccccc2c1=O (stereo unspecified)	1	5
CN1C(=O)COc2ccc(C(=O)c3ccccc3C(=O)O)cc21	4	-1
Cc1nn(CC#N)c(=O)n1-c1cccc(F)c1	1	10
COc1ccc(NCc2nnc(SCC(=O)Nc3cc(C)cc(C)c3)o2)cc1	-3	-6
CCOC(=O)CSc1n[nH]c(NC(=O)c2cccc(C)c2)n1	-5	1
CCN1CCN(C(c2nnnn2Cc2ccc3c(c2)OCO3)C(C)C)CC1 (stereo unspecified)	9	-3
COc1ccccc1NC(=O)C1CCN(c2ncccn2)CC1	-5	1
CCOc1c(Cl)cnn(-c2ccc(C)cc2)c1=O	2	0
O=C(NCc1cccnc1)c1cccc(Cl)c1	2	14
N#Cc1nc(-c2ccco2)oc1NCCc1ccccc1	3	10
CCN1C=C(Cc2ccc(OC)cc2)C2=C(C1)C(c1ccc(OC)cc1)C(C#N)=C(N)O2 (stereo unspecified)	-2	-12
Cc1ccc(C(C)C)c(OCCN2C(=O)NC(C)(C)C2=O)c1	-2	-5
C/C(Cl)=C\CNC(C)c1ccccc1 (stereo unspecified)	5	-14

In the list so far, 16 have an NH in an aromatic ring:
SMILES	PglD inh	Statin myotox sup
COc1ccc(NCc2cc3ccccc3[nH]c2=O)cc1	-3	-11
Cc1ccc2c(C(=O)CN3CCCCC3CCO)c(C)[nH]c2c1 (stereo unspecified)	5	1
C=C(C)CN(CC)C(=O)CSc1nc2ncc(Cl)cc2[nH]1	1	-21
CCOC(=O)c1[nH]nc(-c2c(O)cc(C)cc2O)c1-c1csc(C)n1	0	9
O=C(CN1C(=O)C2C3C=CC(C3)C2C1=O)Nc1nc(SCc2ccc(Cl)cc2)n[nH]1 (stereo unspecified)	1	3
Cc1nn(-c2ccccc2)c2[nH]c(=O)c(CNCc3ccc4c(c3)OCO4)cc12	2	0
Cc1ccc2[nH]c(=O)c(CN(Cc3cccnc3)C(=O)c3ccncc3)cc2c1	10	-29
Cc1ccc2[nH]c(=O)c(CNS(=O)(=O)c3ccccc3)c(-c3ccccc3)c2c1	-4	8
CS(=O)(=O)N(Cc1cc2ccccc2[nH]c1=O)C1CCCCC1	5	11
Cc1ccc(C)c(NC(=O)c2cc3c([nH]c4ccccc43)c(C)n2)c1	-2	-39
Cc1cc(C)n(-c2nc3c(c(=O)[nH]c(=O)n3C)n2C)n1	-3	-3
S=c1[nH]nc(-c2ccc(Br)cc2)n1Cc1ccco1	-1	0
CCc1c(C)nc(N2CCN(Cc3ccccc3)CC2)[nH]c1=O	-3	63
CC1CCC(C(C)C)C(OC(=O)CSc2n[nH]c(=O)[nH]c2=O)C1 (stereo unspecified)	-3	4
O=C(Cn1c(=S)[nH]c2ccccc21)c1ccccc1	11	-2
CCOC(=O)CSc1n[nH]c(NC(=O)c2cccc(C)c2)n1	-5	1

A portion of the library; count on the stated rates, not on these rows.
